High-throughput results from PubChem BioAssay.
H37Rv inhibition: M. tuberculosis growth inhibition, HTS (AID 449762); 330,000 compounds, 0.59% hits; M. tuberculosis H37Rv growth inhibition, 7H9 media; higher % means a stronger effect; one-dose inhibition, % at 25 µM; IC50 in µM for titrated hits; in the data active = a potency from the dose series; inconclusive = inhibition above about 70% without an active follow-up result;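 also: bacterial growth assessed after seven days of incubation; strong numbers were not always called active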
VEEV TC-83 Vero: inhibitors of VEEV TC-83 cytopathic effect, confirmation, Vero cells (AID 588727); 350,000 compounds, 0.13% hits; inhibition, % at 20 µM; hits with a dose series show IC50 in µM; Vero cells, VEEV TC-83 cytopathic effect inhibition; higher % means a stronger effect; in the data active = a potency from the dose series; inconclusive = inhibition mostly from about 14% at the one dose, without a potency; inactive = the rest, 99 in 100 with inhibition below about 12%; also: strong numbers were not always called active
PhoP GFP inhibition: Inhibition of PhoP regulon, Salmonella typhi GFP reporter cells, confirmation, 4 h (AID 1850). Salmonella Typhi PhoP-promoter GFP reporter, fluorescence, 4 h; higher % means a stronger effect. inhibition, % at 50 µM, or IC50 in µM where a hit was titrated. 310,000 compounds, 0.33% hits; in the data active = a potency from the dose series; inconclusive = inhibition mostly from about 25% at the one dose, without a potency; inactive = the rest, 99 in 100 with inhibition below about 19%;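 also: 0% = induced wells with vehicle and 100% = uninduced wells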
M. tuberculosis: growth inhibition of non-replicating M. tuberculosis (AID 488890) | Mycobacterium tuberculosis non-replicating, growth inhibition; higher % means a stronger effect | one-dose inhibition, % at 25 µM; IC50 in µM for titrated hits | 320,000 compounds, 0.39% hits; in the data active = a potency from the dose series; inconclusive = inhibition mostly from about 82% at the one dose, without a potency; inactive = the rest, 99 in 100 with inhibition below about 76%;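 also: plate controls were DMSO cells for no effect and high antibiotic wells for full effect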
influenza NS1A: H1N1 influenza NS1A inhibitors, functional cell based assay (AID 504329) | NS1A functional cell-based assay, percent inhibition; higher % means a stronger effect | inhibition, % at 12.5 µM; hits with a dose series show IC50 in µM | 340,000 compounds, 0.3% hits; in the data active = a potency from the dose series; inconclusive = inhibition above about 27% without an active follow-up result; also: strong numbers were not always called active
VEEV TC-83 Vero 10K pilot screen: second read-out of VEEV TC-83 Vero, no call of its own (marks repeat the call); inhibition, %; measured here: 10K pilot screen inhibition
Active calls of the source: *; i = inactive; ? = inconclusive; . = no result given. This is a random part of the collection, and some 1.4% of all compounds hit somewhere here.

SMILES	H37Rv inhibition	VEEV TC-83 Vero	PhoP GFP inhibition	M. tuberculosis	influenza NS1A	others
CC(NC(=O)CNC(=O)c1ccco1)c1ccccc1 (configuration not stated)	-0.3%	1.3%	8.8%	-9.1%	-2.8%
O=C(C1=NNCC1c1ccc(Cl)cc1)C1CO1 (configuration not stated)	.	0.6%	8.6%	.	-3.1%
CCOC(=O)c1cn(CC)c2c(ccc3ccccc32)c1=O	26.1%	0.3%	-8.7%	65.4%	-12.7%
C=CCOc1ccc(/C=C/C(=O)OCC(=O)N(C)C2CCS(=O)(=O)C2)cc1 (configuration not stated)	-8.3%	1.8%	-7.6%	-4.0%	-8.4%
CN(c1ncc(C(F)(F)F)cc1Cl)N1C(=O)c2cccc(N)c2C1=O	-1.4%	0.2%	-3.5%	0.4%	-4.3%
S=c1[nH]c(-c2ccccc2)cs1	66.7%	0.9%	19.2%	?	-8.0%
N/C(=N\c1nc2c(c(=O)[nH]1)CCCC2)Nc1ccc(Oc2ccccc2)cc1	17.0%	i	-4.3%	41.3%	7.4%
CN(C(=O)c1ccc(Br)cc1)C1CCS(=O)(=O)C1 (configuration not stated)	3.0%	1.7%	6.3%	0.1%	-9.4%
CC(C)c1ccc(/C=C/C(=O)NC2CCCCC2)cc1	11.4%	i	-3.5%	68.0%	3.9%
CC(C)(C)OC(=O)N1CCCC1C(=O)NCCc1ccccc1 (configuration not stated)	-5.2%	0.1%	-5.3%	11.2%	-16.8%
CN(CC(=O)Nc1ccc(F)cc1)C(=O)COC(=O)c1ccccc1	-2.5%	0.5%	2.5%	-10.6%	6.4%
Clc1ccc(-c2cc3ccccc3nc2N2CCOCC2)cc1	48.3%	3.6%	1.0%	-20.6%	.
COc1ccc(-n2nc3c(c2NC(=O)c2ccc(N4C(=O)CCC4=O)cc2)CSC3)cc1	-0.1%	0.6%	10.2%	-1.1%	2.2%
O=C(CC1CCCC1)N1CCCC(Nc2ccc(F)cc2)C1 (configuration not stated)	-3.6%	i	1.3%	13.6%	2.3%
CC(C)n1c(O)c(N=NC(=O)CNC(=O)c2cccnc2)c2ccccc21	4.2%	0.3%	10.3%	11.1%	0.4%
CC(C)NC(=O)COC(=O)Cn1[nH]c(=O)c2ccccc2c1=O	-4.1%	0.8%	4.2%	-5.6%	-0.9%
CC(C)Nc1nnc(SCC(=O)NCc2ccc3c(c2)OCO3)s1	-4.7%	1.9%	10.6%	-9.5%	-3.9%
Nc1nc(Cl)nc2ccc(Br)cc12	6.8%	2.5%	-7.3%	29.5%	8.0%
CSCC(=O)N1CCc2ccc(NC(=O)c3ccccc3Cl)cc2C1	-4.0%	0.4%	2.5%	1.1%	1.2%
COc1ccc(N2CCN(C(=O)c3ccc4c(=O)n(CCc5ccc(OC)c(OC)c5)c(=O)[nH]c4c3)CC2)cc1	-5.8%	2.0%	-3.9%	6.4%	5.7%
CCc1ccc(NC(=O)C(C)OC(=O)CCN2C(=O)C3CC=CCC3C2=O)cc1 (configuration not stated)	.	i	.	.	0.7%
Cc1noc(/C=C/N(C)C)c1S(=O)(=O)N(C)CC(=O)N1CCc2ccccc21	1.0%	.	0.0%	52.8%	.
COCCn1c(C)cc(/C=N/NC(=O)c2cc3ccccc3cc2O)c1C	-2.8%	2.6%	.	4.8%	-5.7%
COc1ccc(C(=O)N2CCN(c3nc4ccccc4o3)CC2)cc1OC	-0.5%	0.3%	-0.2%	-5.2%	4.7%
COc1ccc(-n2ncc3c(NCc4ccccn4)ncnc32)cc1	-8.2%	i	24.4%	28.4%	-1.2%
CC(C)(C)c1ccc(OCc2ccc(C(=O)N/N=C/c3ccc([N+](=O)[O-])cc3)o2)cc1	-0.4%	0.3%	3.9%	-9.1%	3.0%
CCOc1ccc(NC(=O)c2cc3n(n2)C(C(F)(F)F)CC(c2ccco2)N3)cc1 (configuration not stated)	-0.4%	3.0%	-6.8%	8.8%	5.9%
CN1C(=O)/C(=C\C=C2/CCCN2C)N(C)C1=S	-2.9%	4.8%	8.7%	6.0%	7.5%
CCC(=O)Nc1ccccc1C(=O)OCC(=O)c1ccc2ccccc2c1	6.6%	1.6%	-7.3%	51.7%	-9.4%
COc1ccc(-c2cn[nH]c2-c2ccc(OCc3ccc([N+](=O)[O-])cc3)cc2O)cc1	8.9%	7.0%	-4.7%	-22.4%	-3.4%
CC12CN3CCN(CC(C3)/C1=N\NC(=O)c1ccccc1N)C2	0.9%	0.4%	3.0%	3.9%	-19.6%
COc1ccccc1CNc1ncnc2cc(OC)c(OC)cc12	2.7%	10.2%	4.9%	11.0%	7.5%
O=C(Nc1ccccc1N1CCOCC1)c1ccccc1[N+](=O)[O-]	-5.4%	i	18.3%	2.2%	-4.0%
O=S(=O)(Nc1ccc(N2CCOCC2)cc1)c1cc(Cl)ccc1Cl	3.4%	i	9.6%	0.3%	-12.2%
CSC1=NC(C)(C)CC2(C)Nc3ccccc3N12 (configuration not stated)	-8.9%	i	-2.2%	0.6%	34.1%
CCOC(=O)N1CCC(N(CCN(C)C)C(=S)Nc2cccc(SC)c2)CC1	-4.7%	1.8%	8.2%	-5.7%	2.9%
O=C(Nc1nc2ccccc2s1)NC1CCCCC1	?	0.8%	-4.0%	37.9%	-1.7%
CCN(CC)CCNC(=O)CSc1c2c(nc3cc(Cl)ccc13)CCCC2	2.2%	39.3%	-2.2%	47.3%	-9.5%
Cn1c(=O)c2c(nc(CN3CCCCC3)n2Cc2c(F)cccc2Cl)n(C)c1=O	-8.2%	1.8%	11.6%	12.4%	2.8%	VEEV TC-83 Vero 10K pilot screen=1.1
CCn1c(SCC(=O)NCc2ccccc2)nc2ccccc2c1=O	-2.6%	0.3%	0.6%	-8.5%	-2.5%
Cc1cc(OCC(O)CN2CCN(c3ccccn3)CC2)cc(C)c1Cl (configuration not stated)	16.2%	0.4%	6.1%	75.0%	-3.9%
O=C(N/N=C/C=C/c1ccccc1)c1cc2c(ccc3ccccc32)o1	-8.8%	1.5%	-2.8%	2.7%	0.9%
O=C(CCC(=O)Nc1ccccc1Cl)NNC(=O)C1CCCCC1	-5.3%	2.5%	.	-0.9%	-7.1%
COCC(C)NS(=O)(=O)c1ccc(C)cc1 (configuration not stated)	-15.4%	1.9%	9.4%	1.4%	2.5%
Brc1ccc(CNc2nc3ccccc3n2CCN2CCCCC2)cc1	43.2%	i	9.5%	79.0%	2.4%
O=C(CN(CCc1ccccc1)C(=O)c1csnn1)NC1CCCC1	-6.4%	1.2%	-5.9%	6.8%	5.2%
COc1cc2cc3c(N)c(C(=O)NCc4ccco4)sc3nc2cc1OC	0.0%	7.7%	18.2%	-16.8%	7.9%
CNC(=S)N/N=C/c1ccccc1OCC(=O)O	2.5%	i	5.1%	-19.4%	-9.6%
Cc1cccc(NC(=O)Cn2cnc(S(=O)(=O)N3CCCC3)c2)c1C	2.7%	1.4%	5.1%	-1.5%	-4.5%
COc1ccc(S(=O)(=O)N2CCC(Cc3ccccc3)CC2)cc1NC(C)=O	2.3%	0.1%	-4.6%	-9.1%	-5.1%
O=C(Cc1ccccc1)Nc1nonc1NC(=O)c1ccccc1	3.3%	0.6%	8.5%	2.2%	2.3%
NS(=O)(=O)c1ccc(CNC(=O)c2ccccc2SCC(=O)N2CCCC2)cc1	5.8%	1.8%	7.0%	-11.9%	6.7%
C=C(C)Cn1cnc2c(oc3nc4c(cc32)CCCC4)c1=O	10.1%	1.2%	3.6%	-9.3%	-0.2%
CN1CC(=O)N2Cc3[nH]c4ccccc4c3C[C@H]2C1=O	-0.1%	1.0%	0.8%	-2.0%	18.3%
Cc1ccc(C2C(C(=O)c3sc(C)nc3C)=C(O)C(=O)N2CCN(C)C)o1 (configuration not stated)	1.8%	1.6%	5.0%	-3.6%	0.9%
COC(=O)CCN(C(=O)c1ccc(N2CCCC2)c([N+](=O)[O-])c1)c1ccccn1	-1.6%	0.2%	-14.6%	7.4%	3.0%
O=C(CCNC(=O)c1ccccc1Cl)Nc1cccc(S(=O)(=O)N2CCCC2)c1	0.3%	1.2%	.	6.9%	-14.0%
O=C(CC1C(=O)NCCN1Cc1ccc(-c2ccccc2)cc1)NCCc1ccccn1 (configuration not stated)	-1.5%	1.0%	-9.3%	4.9%	-5.8%
Cc1ccc(S(=O)(=O)N2CCCCC2)cc1NC(=O)Cn1ccsc1=N	-7.0%	i	-7.4%	2.4%	-6.5%
Cc1ccc2nc(SCC(=O)NCc3ccccc3)nc(=O)n2c1	-6.0%	2.9%	5.5%	-3.3%	-6.1%
Remaining list, next part
SMILES	H37Rv inhibition	VEEV TC-83 Vero	PhoP GFP inhibition	M. tuberculosis	influenza NS1A	others
Cc1ccc(S(=O)(=O)N2CCCCC2)cc1NS(=O)(=O)c1ccc(Cl)c(C(=O)O)c1	.	0.9%	.	.	-10.2%
CSc1ccccc1C(=O)OCC(=O)N1CCN(C(C)=O)CC1	-1.6%	0.8%	.	-16.9%	-6.2%
Cc1cccc(-n2cc(CN3CCN(C(=O)c4ncn[nH]4)CC3)c(-c3cccc(F)c3)n2)c1	59.6%	0.1%	6.3%	11.7%	2.2%
Cc1ccc2cc3c(nc2c1)N(c1ccccc1)CC3	-1.2%	1.1%	8.3%	.	-5.9%
COc1ccccc1C(=O)NNC(=O)c1cccc(C)c1	3.0%	i	1.6%	-20.5%	-4.5%
COc1ccc(NS(=O)(=O)c2ccc(NC(=S)NC(=O)c3ccc(F)cc3)cc2)nn1	2.7%	0.1%	11.0%	33.4%	-6.2%
O=C(COc1ccc(Br)cc1)Nc1ccc(S(=O)(=O)Nc2ccccn2)cc1	0.9%	2.9%	6.0%	27.0%	0.5%
Cc1ccc(S(=O)(=O)N(C)C)cc1NC(=O)COC(=O)C1(c2ccccc2)CC1	-4.2%	9.1%	-0.8%	19.2%	-4.3%
Cc1cc(/C=C2/NC(=O)N(c3ccccc3)C2=O)c(C)n1-c1cccnc1	7.1%	0.6%	-7.6%	39.5%	-1.3%	VEEV TC-83 Vero 10K pilot screen=4.7

For convenience, part of the list above.
SMILES	H37Rv inhibition	VEEV TC-83 Vero	PhoP GFP inhibition	M. tuberculosis	influenza NS1A	others
CN1CC(=O)N2Cc3[nH]c4ccccc4c3C[C@H]2C1=O	-0.1%	1.0%	0.8%	-2.0%	18.3%
Cc1ccc(C2C(C(=O)c3sc(C)nc3C)=C(O)C(=O)N2CCN(C)C)o1 (configuration not stated)	1.8%	1.6%	5.0%	-3.6%	0.9%
COC(=O)CCN(C(=O)c1ccc(N2CCCC2)c([N+](=O)[O-])c1)c1ccccn1	-1.6%	0.2%	-14.6%	7.4%	3.0%
O=C(CCNC(=O)c1ccccc1Cl)Nc1cccc(S(=O)(=O)N2CCCC2)c1	0.3%	1.2%	.	6.9%	-14.0%
O=C(CC1C(=O)NCCN1Cc1ccc(-c2ccccc2)cc1)NCCc1ccccn1 (configuration not stated)	-1.5%	1.0%	-9.3%	4.9%	-5.8%
Cc1ccc(S(=O)(=O)N2CCCCC2)cc1NC(=O)Cn1ccsc1=N	-7.0%	i	-7.4%	2.4%	-6.5%
Cc1ccc2nc(SCC(=O)NCc3ccccc3)nc(=O)n2c1	-6.0%	2.9%	5.5%	-3.3%	-6.1%
Cc1ccc(S(=O)(=O)N2CCCCC2)cc1NS(=O)(=O)c1ccc(Cl)c(C(=O)O)c1	.	0.9%	.	.	-10.2%
CSc1ccccc1C(=O)OCC(=O)N1CCN(C(C)=O)CC1	-1.6%	0.8%	.	-16.9%	-6.2%
Cc1cccc(-n2cc(CN3CCN(C(=O)c4ncn[nH]4)CC3)c(-c3cccc(F)c3)n2)c1	59.6%	0.1%	6.3%	11.7%	2.2%
Cc1ccc2cc3c(nc2c1)N(c1ccccc1)CC3	-1.2%	1.1%	8.3%	.	-5.9%
COc1ccccc1C(=O)NNC(=O)c1cccc(C)c1	3.0%	i	1.6%	-20.5%	-4.5%
COc1ccc(NS(=O)(=O)c2ccc(NC(=S)NC(=O)c3ccc(F)cc3)cc2)nn1	2.7%	0.1%	11.0%	33.4%	-6.2%
O=C(COc1ccc(Br)cc1)Nc1ccc(S(=O)(=O)Nc2ccccn2)cc1	0.9%	2.9%	6.0%	27.0%	0.5%
Cc1ccc(S(=O)(=O)N(C)C)cc1NC(=O)COC(=O)C1(c2ccccc2)CC1	-4.2%	9.1%	-0.8%	19.2%	-4.3%
Cc1cc(/C=C2/NC(=O)N(c3ccccc3)C2=O)c(C)n1-c1cccnc1	7.1%	0.6%	-7.6%	39.5%	-1.3%	VEEV TC-83 Vero 10K pilot screen=4.7
